Source: PubChem BioAssay (Broad Institute)
T cruzi growth = T. cruzi proliferation inhibition; T. cruzi beta-gal in NIH3T3, GalScreen luminescence, 90 h; inhibition, % at 8.34 µM; 5.9% of 77,000 active;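 active = mean inhibition above about 93%, with at least 55% of replicates each passing it, limit read from the data, passing the limit was not always enough; inconclusive = only one of those two conditions holds; inactive = neither condition holds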
KDM4C inh = blocks human GASC-1 (KDM4C) demethylase activity. 0.15% of 96,000 active. Q9H3R0. inhibition, % at 12.5 µM. GST-KDM4C 2-372, H3K9me3 peptide, LANCE TR-FRET;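 active = mean replicate inhibition above about 25%, with at least 55% of replicates also reaching it, limit read from the data, passing the limit was not always enough; inconclusive = only one of those two conditions met; inactive = neither condition met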
Target sequence (Q9H3R0 2-372 limits assumed): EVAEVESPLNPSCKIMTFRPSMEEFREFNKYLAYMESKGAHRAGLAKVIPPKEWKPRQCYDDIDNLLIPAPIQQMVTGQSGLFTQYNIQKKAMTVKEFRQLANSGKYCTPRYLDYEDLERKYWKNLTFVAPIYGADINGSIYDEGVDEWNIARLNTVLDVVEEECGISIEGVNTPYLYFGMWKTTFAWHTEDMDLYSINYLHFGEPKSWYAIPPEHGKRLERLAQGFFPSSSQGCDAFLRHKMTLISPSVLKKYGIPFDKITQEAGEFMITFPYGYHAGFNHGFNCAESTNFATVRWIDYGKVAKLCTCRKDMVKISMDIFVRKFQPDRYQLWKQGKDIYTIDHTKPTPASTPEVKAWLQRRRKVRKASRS
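Compound: one test concentration per compound; Material: GST-GASC-1 enzyme fragment 2-372; Amount: GASC-1 enzyme at 10 nM final in reaction; Also added: H3K9me3 peptide substrate, Fe(II), 2-oxoglutarate; Technique: LANCE TR-FRET; Times: 30 min demethylation and 1 h detection at room temperature.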
Pf Dd2 growth = P. falciparum Dd2 growth inhibition. SYBR Green, 72 h; hits give low values. activity change, % at 10 µM. 2.3% of 94,000 active; in the data active = activity change below about -80%; inconclusive = no clear call, values can overlap the other calls
C diff growth = C. difficile growth inhibition; Clostridium difficile clinical isolate growth, OD600, 24 h; hits give low values; growth activity, negative = inhibition, % at 16 µg/mL (by protocol); 0.25% of 86,000 active;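 active = mean growth activity at or below -80% and every replicate also at or below -80%; inconclusive = mean at or below -80% but some replicate above -80%; inactive = mean growth activity above -80%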;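 also: 0% = DMSO wells and -100% = levofloxacin 16 µg/mL wells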
An asterisk follows results filed as active; ? = inconclusive; . = no result given; & = joins results of further samples. No enrichment for hits; 7.2% or so of the library scored in one or more.

SMILES	T cruzi growth	KDM4C inh	Pf Dd2 growth	C diff growth
C[C@@H]1CN([C@@H](C)CO)C(=O)CCCn2cc(nn2)CO[C@H]1CN(C)C(=O)c1ccc(N2CCN(C)CC2)cc1	?	-1.1	-2&0	-2&-3
COc1ccc2c3c(n(C)c2c1)[C@H](CO)N(Cc1ccncc1)CC31CN(C(=O)Cc2ccncc2)C1	.	0.5	-62	5
CC(C)NC(=O)N(C)C[C@@H]1Oc2cc(C#C[C@H](C)O)ccc2S(=O)(=O)N([C@@H](C)CO)C[C@H]1C	.	-4.0	18	-3
C[C@H]1CN([C@@H](C)CO)C(=O)c2c(c3ccccc3n2C)-c2ccccc2CO[C@@H]1CN(C)C(=O)CCN(C)C	-27	-0.3	11	-3
C[C@@H]1CN([C@H](C)CO)C(=O)Cc2cc(NC(=O)Nc3ccc(F)cc3)ccc2O[C@@H]1CN(C)Cc1ccc(Cl)c(Cl)c1	22	-0.3	-1	72
C[C@@H]1CN([C@H](C)CO)C(=O)Cc2cc(NS(=O)(=O)c3ccccc3)ccc2O[C@@H]1CN(C)C(=O)Nc1ccc(F)cc1	.	0.6	6	-2
C[C@@H]1CN([C@@H](C)CO)C(=O)c2cc(NC(=O)CCCN(C)C)ccc2O[C@@H]1CN(C)S(=O)(=O)c1ccc(Cl)cc1	36	1.9	-13	-2
C[C@H]1CN([C@@H](C)CO)C(=O)c2cc(C#CC3CC3)cnc2O[C@H]1CN(C)Cc1ccccn1	40	0.7	9	5
CO[C@@H]1CN(C)C(=O)c2cc(NC(=O)Cc3ccccc3)ccc2OC[C@H](C)N(C)C[C@@H]1C	-40	-0.1	.	0
Cc1noc(C)c1S(=O)(=O)Nc1ccc2c(c1)C(=O)N([C@@H](C)CO)C[C@@H](C)[C@@H](CN(C)C)O2	1	1.3	23	3
C[C@H]1CN([C@@H](C)CO)S(=O)(=O)c2ccc(C3=CCCCC3)cc2O[C@@H]1CN(C)C(=O)Cc1ccncc1	107*	2.8	-80	-1
Cc1noc(C)c1S(=O)(=O)Nc1cccc2c1O[C@H](CN(C)S(=O)(=O)c1cn(C)cn1)[C@H](C)CN([C@H](C)CO)C2=O	61	1.2	30	-4
COCc1cn(CC[C@@H]2CC[C@H](NC(=O)Nc3ccc(OC)cc3)[C@H](CO)O2)nn1	-2	0.2	13	-3
CN(C)C(=O)[C@H]1[C@H](CO)[C@H]2Cn3c(ccc(-c4ccccc4F)c3=O)[C@@H]1N2C(=O)c1ccccc1	39	-0.2	.	0
COc1ccc(NC(=O)Nc2ccc3c(c2)C(=O)N([C@H](C)CO)C[C@H](C)[C@@H](CN(C)C)O3)cc1	15	-1.4	0	-1
COCC(=O)Nc1ccc2c(c1)C(=O)N(C)[C@H]1CC[C@H](CC(=O)Nc3ccccc3C)O[C@@H]1CO2	22	.	-9	-1
COc1ccc(S(=O)(=O)N(C)C[C@H]2Oc3ccc(NC(=O)Nc4ccccc4)cc3CC(=O)N([C@H](C)CO)C[C@@H]2C)cc1	-17	-1.7	-50	-5
C[C@@H]1CN([C@@H](C)CO)C(=O)c2cc(C#C[C@@H](C)O)cnc2O[C@@H]1CN(C)C(=O)c1ccccc1	91	-0.4	37	2
C[C@H]1CN([C@@H](C)CO)C(=O)Cc2cc(N(C)C)ccc2O[C@H]1CN(C)C	-3	2.9	6	1
CCS(=O)(=O)N1CC(=O)N2[C@H](CO)[C@@H](c3ccc(-c4cccc(F)c4)cc3)[C@H]2C1	.	-1.0	-17	15

By substructure: those above containing an aryl methoxy group
SMILES	T cruzi growth	KDM4C inh	Pf Dd2 growth	C diff growth
COc1ccc2c3c(n(C)c2c1)[C@H](CO)N(Cc1ccncc1)CC31CN(C(=O)Cc2ccncc2)C1	.	0.5	-62	5
COCc1cn(CC[C@@H]2CC[C@H](NC(=O)Nc3ccc(OC)cc3)[C@H](CO)O2)nn1	-2	0.2	13	-3
COc1ccc(NC(=O)Nc2ccc3c(c2)C(=O)N([C@H](C)CO)C[C@H](C)[C@@H](CN(C)C)O3)cc1	15	-1.4	0	-1
COc1ccc(S(=O)(=O)N(C)C[C@H]2Oc3ccc(NC(=O)Nc4ccccc4)cc3CC(=O)N([C@H](C)CO)C[C@@H]2C)cc1	-17	-1.7	-50	-5

The list continues:
SMILES	T cruzi growth	KDM4C inh	Pf Dd2 growth	C diff growth
C[C@@H]1CN([C@@H](C)CO)C(=O)c2cc(C#CC(C)(C)O)cnc2O[C@H]1CN(C)C(=O)c1ccccc1F	22	0.2	52	-5
O=C(Nc1ccc(C(F)(F)F)cc1)N[C@H]1C=C[C@@H](CC(=O)N2CCCCC2)O[C@H]1CO	27	1.1	-1	.
Cc1noc(C)c1NC(=O)N(C)C[C@@H]1Oc2c(NC(=O)C3CCCCC3)cccc2C(=O)N([C@@H](C)CO)C[C@H]1C	-6	1.7	51	-2
COc1ccccc1-c1cnc2c(c1)C(=O)N([C@H](C)CO)C[C@H](C)[C@@H](CN(C)C(C)=O)O2	0	-2.0	59	-3
C[C@H](CO)N1C[C@H](C)[C@H](CN(C)C(=O)Nc2cccc(C(F)(F)F)c2)OCc2cnnn2CCCC1=O	10	0.1	2	-3
C[C@@H]1CN([C@@H](C)CO)C(=O)c2cc(NC(=O)CCN3CCOCC3)ccc2O[C@@H]1CN(C)Cc1ccc(C(F)(F)F)cc1	6	1.2	2	-2
CCCNC(=O)N1C[C@H](C)[C@H](OC)CN(C)C(=O)c2cc(NC(=O)CC)ccc2OC[C@@H]1C	41	-1.3	3	.
COc1ccccc1NC(=O)N1C[C@@H](O)COC[C@H]2O[C@H](CC(=O)NCCc3ccncc3)CC[C@@H]21	7	3.0	.	3&-9
COCC(=O)N1C[C@H]2[C@@H](c3ccccc31)[C@H](CO)N2Cc1ccccc1F	8	-1.7	0	-2
COc1ccc(NC(=O)Nc2ccc3c(c2)C(=O)N([C@@H](C)CO)C[C@H](C)[C@@H](CN(C)S(=O)(=O)c2cn(C)cn2)OCCCC[C@@H](C)O3)cc1	-24	0.3	16	-1
COc1ccc(NC(=O)Nc2ccc3c(c2)C(=O)N([C@@H](C)CO)C[C@@H](C)[C@@H](CN(C)C(=O)C2CCCCC2)OCCCC[C@@H](C)O3)cc1	80	0.4	-49	-14
Cc1noc(C)c1S(=O)(=O)N(C)C[C@@H]1Oc2ccc(NS(=O)(=O)c3ccccc3)cc2CC(=O)N([C@H](C)CO)C[C@@H]1C	27	1.2	15	-11
CC(C)NC(=O)N(C)C[C@@H]1Oc2ccc(NC(=O)Cc3cn(C)c4ccccc34)cc2CC(=O)N([C@H](C)CO)C[C@H]1C	-28	0.6	-4	1
Cc1ccc(S(=O)(=O)Nc2ccc3c(c2)C(=O)N([C@H](C)CO)C[C@@H](C)[C@@H](CN(C)Cc2ccc(C(=O)Nc4ccccc4N)cc2)O3)cc1	33	0.4	-78	-6
COc1ccc(NC(=O)Nc2ccc3c(c2)C(=O)N([C@@H](C)CO)C[C@@H](C)[C@@H](CN(C)Cc2ccc(C(F)(F)F)cc2)O3)cc1	46	-3.2	11	18
C[C@H]1CN([C@@H](C)CO)C(=O)c2cccc(NC(=O)NC3CCCCC3)c2O[C@@H]1CN(C)CC1CCCCC1	37	3.0	-13	2
CNC[C@H]1OCCCC[C@H](C)Oc2ccc(NS(=O)(=O)c3ccc(F)cc3)cc2C(=O)N([C@H](C)CO)C[C@H]1C	-42	1.1	.	-2
CN(C)CC(=O)N1[C@H](C#N)[C@H](c2ccccc2-c2ccc(C(=O)N(C)C)cc2)[C@H]1CO	.	.	25	2
CS(=O)(=O)N1[C@H](C#N)[C@@H](c2ccc(-c3ccccc3F)cc2)[C@@H]1CO	-6	-2.7	18	5
O=C(Nc1cccc(Cl)c1)N1C[C@@H]2[C@H](c3ccccc31)[C@H](CO)N2Cc1ccccc1Cl	92	-1.7	-13	43
COc1ccc(NC(=O)N(C)C[C@@H]2Oc3ccc(NS(=O)(=O)c4ccc(OC)cc4)cc3C(=O)N([C@@H](C)CO)C[C@@H]2C)cc1	6	-0.2	33	1
CC(C)NC(=O)N[C@@H]1CC[C@@H](CC(=O)O)O[C@@H]1CO	-14	-0.6	3	.
CNC[C@H]1Oc2cc(C#Cc3ccccn3)ccc2S(=O)(=O)N([C@@H](C)CO)C[C@@H]1C	101*	-1.4	-41	7
C/C=C/c1ccc2c(c1)O[C@@H](CN(C)S(C)(=O)=O)[C@@H](C)CN([C@@H](C)CO)S2(=O)=O	-4	-1.7	-4	-7
CO[C@@H]1CN(C)C(=O)c2ccc(NS(=O)(=O)CC(F)(F)F)cc2OC[C@H](C)N(Cc2nccs2)C[C@H]1C	54	-0.3	23	.
O=C(C[C@@H]1CC[C@@H]2[C@H](COC[C@@H](O)CN2C(=O)C2CCOCC2)O1)NCc1ccncc1	-2	.	-6	-1&-3
CCC(=O)N(C)C[C@@H]1Oc2ncc(C#CC(C)C)cc2C(=O)N([C@@H](C)CO)C[C@H]1C	.	-0.7	12	0
Cc1ccc(S(=O)(=O)Nc2ccc3c(c2)C(=O)N([C@H](C)CO)C[C@H](C)[C@@H](CN(C)Cc2ccccc2)O3)cc1	18	-0.3	12	2
COc1cccc(NC(=O)C[C@H]2CC[C@H]3[C@@H](COc4ccc(NS(=O)(=O)c5cccc(F)c5)cc4C(=O)N3C)O2)c1	-6	0.3	-14	10
O=C(C[C@H]1CC[C@H]2[C@@H](COC[C@@H](O)CN2Cc2cccc(Cl)c2)O1)NCc1cccc(F)c1	18	0.4	-9	.
CN(C)CC(=O)N[C@H]1CC[C@H](CC(=O)NCc2ccccc2F)O[C@H]1CO	-18	3.8	-14	1
CN1C(=O)c2cc(NC(=O)c3ccc(C(F)(F)F)cc3)ccc2OC[C@H]2O[C@H](CC(=O)O)CC[C@@H]21	29	1.2	5	-3
COc1ccc(CNC(=O)C[C@H]2C[C@H]3c4cc(NS(C)(=O)=O)ccc4O[C@H]3[C@H](CO)O2)cc1	27	-1.6	12	2
O=C(NC1CCCC1)N[C@H]1CC[C@H](CC(=O)N2CCOCC2)O[C@H]1CO	.	-0.4	9	0
C[C@@H]1CN([C@@H](C)CO)C(=O)CCCn2nncc2CO[C@@H]1CN(C)CC1CCCC1	-38	0.9	-25	-4
COc1cccc(CNC(=O)C[C@@H]2CC[C@@H](NC(C)=O)[C@H](CO)O2)c1	17	2.2	11	.
COc1ccc(NC(=O)N(C)C[C@H]2Oc3ccc(NS(=O)(=O)c4ccc(F)cc4)cc3CC(=O)N([C@@H](C)CO)C[C@@H]2C)cc1	19	0.0	5	14
COc1ccc2c3c(n(C)c2c1)[C@@H](CO)N(C(=O)c1ccccc1)CC31CCN(C)CC1	.	0.7	-68	3
O=C(N[C@@H]1CC[C@H](CCNS(=O)(=O)c2ccccc2)O[C@@H]1CO)c1cccnc1	13	1.7	8	.
C[C@H](CO)N1C[C@H](C)[C@@H](CN(C)Cc2ccccc2F)Oc2ncc(C#CCN(C)C)cc2C1=O	16	3.5	-21	0
C[C@H]1CN([C@@H](C)CO)S(=O)(=O)c2ccc(C3=CCCC3)cc2O[C@@H]1CN(C)S(=O)(=O)c1ccc(F)cc1	123*	1.2	-42	8
O=C(NCC[C@@H]1CC[C@@H](NS(=O)(=O)c2ccccc2F)[C@H](CO)O1)c1ccc(F)cc1	19	-1.8	-14	.
CN(C)CC(=O)N[C@@H]1CC[C@H](CCn2cc(C3CC3)nn2)O[C@H]1CO	.	1.3	21	-2
C[C@H]1CN([C@@H](C)CO)C(=O)CCCn2nncc2CO[C@H]1CN(C)C(=O)C1CC1	6	1.7	-11	-3
Cc1ccc(S(=O)(=O)N(C)C[C@@H]2Oc3ncc(-c4ccncc4)cc3C(=O)N([C@@H](C)CO)C[C@H]2C)cc1	99	39*	-49	-1
O=C(NC1CCCC1)N1CC(=O)N2[C@H](CO)[C@H](c3ccc(-c4cccc(F)c4)cc3)[C@@H]2C1	.	-0.3	7	2
COc1ccc(S(=O)(=O)Nc2ccc3c(c2)CC(=O)N([C@@H](C)CO)C[C@@H](C)[C@@H](CN(C)S(=O)(=O)c2ccc(C)cc2)O3)cc1	63	0.2	-75	-6
C[C@H](CO)N1C[C@H](C)[C@@H](CN(C)Cc2ccc(C(=O)O)cc2)Oc2ccc(NC(=O)Nc3ccccc3)cc2CC1=O	-57	11	-8	-6

Reformatted: entries from further up
Second line of a record – T cruzi growth, KDM4C inh, Pf Dd2 growth, C diff growth
O=C(C[C@@H]1CC[C@@H]2[C@H](COC[C@@H](O)CN2C(=O)C2CCOCC2)O1)NCc1ccncc1
  -2, ., -6, -1&-3
CCC(=O)N(C)C[C@@H]1Oc2ncc(C#CC(C)C)cc2C(=O)N([C@@H](C)CO)C[C@H]1C
  ., -0.7, 12, 0

3 structures out of the list, arranged by count of non-hydrogen atoms, low to high.
SMILES	T cruzi growth	KDM4C inh	Pf Dd2 growth	C diff growth
C[C@H]1CN([C@@H](C)CO)C(=O)CCCn2nncc2CO[C@H]1CN(C)C(=O)C1CC1	6	1.7	-11	-3
Cc1ccc(S(=O)(=O)N(C)C[C@@H]2Oc3ncc(-c4ccncc4)cc3C(=O)N([C@@H](C)CO)C[C@H]2C)cc1	99	39*	-49	-1
C[C@H](CO)N1C[C@H](C)[C@@H](CN(C)Cc2ccc(C(=O)O)cc2)Oc2ccc(NC(=O)Nc3ccccc3)cc2CC1=O	-57	11	-8	-6
